Screening data (PubChem BioAssay)
PostGolgi yeast = growth inhibition of a yeast mutant, post-Golgi transport screen. inhibition, % at 10 µM. post-Golgi transport phenotypic cell assay. 0.9% of 98,000 active; in the data active = inhibition above about 30%;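 also: yeast cells grown in 1536-well plates; yeast grown about 18 h at 30C before absorbance read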
CYP2C9 act = increases human cytochrome P450 2C9 activity; P11712; recombinant CYP2C9, luciferin-H conversion, luminescence; hits give high values; factor 1 = untreated enzyme, 0 = blocked; activation factor at 5 µM; 1.4% of 96,000 active; AID 1024;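 active = activation factor of 2 or more for CYP2C9 at a 5 µM dose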;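 also: 0 = sulfaphenazole-blocked wells and 1 = vehicle-only wells; values of inactives mirror those of a sister screen read the other way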
Target sequence (P11712 whole entry, looked up): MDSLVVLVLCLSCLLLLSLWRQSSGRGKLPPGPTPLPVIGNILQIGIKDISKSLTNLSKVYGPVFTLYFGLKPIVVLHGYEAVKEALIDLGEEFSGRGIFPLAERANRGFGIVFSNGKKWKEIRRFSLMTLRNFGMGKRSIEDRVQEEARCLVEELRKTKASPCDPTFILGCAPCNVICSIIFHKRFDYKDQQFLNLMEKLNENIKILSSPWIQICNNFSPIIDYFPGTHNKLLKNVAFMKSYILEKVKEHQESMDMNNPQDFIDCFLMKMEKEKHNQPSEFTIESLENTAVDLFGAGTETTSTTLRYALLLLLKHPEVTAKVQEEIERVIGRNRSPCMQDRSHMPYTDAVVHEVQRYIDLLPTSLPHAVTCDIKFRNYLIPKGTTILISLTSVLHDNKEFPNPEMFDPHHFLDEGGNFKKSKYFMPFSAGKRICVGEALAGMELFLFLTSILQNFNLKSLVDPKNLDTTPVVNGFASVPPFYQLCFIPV
PLAP activator = activates human placental alkaline phosphatase; P05187; purified PLAP enzyme, luminescent substrate read-out; hits give high values; activation fold at 20 µM; 1.2% of 96,000 active; AID 696; in the data active = activation fold above about 2
Target sequence (P05187 whole entry, looked up): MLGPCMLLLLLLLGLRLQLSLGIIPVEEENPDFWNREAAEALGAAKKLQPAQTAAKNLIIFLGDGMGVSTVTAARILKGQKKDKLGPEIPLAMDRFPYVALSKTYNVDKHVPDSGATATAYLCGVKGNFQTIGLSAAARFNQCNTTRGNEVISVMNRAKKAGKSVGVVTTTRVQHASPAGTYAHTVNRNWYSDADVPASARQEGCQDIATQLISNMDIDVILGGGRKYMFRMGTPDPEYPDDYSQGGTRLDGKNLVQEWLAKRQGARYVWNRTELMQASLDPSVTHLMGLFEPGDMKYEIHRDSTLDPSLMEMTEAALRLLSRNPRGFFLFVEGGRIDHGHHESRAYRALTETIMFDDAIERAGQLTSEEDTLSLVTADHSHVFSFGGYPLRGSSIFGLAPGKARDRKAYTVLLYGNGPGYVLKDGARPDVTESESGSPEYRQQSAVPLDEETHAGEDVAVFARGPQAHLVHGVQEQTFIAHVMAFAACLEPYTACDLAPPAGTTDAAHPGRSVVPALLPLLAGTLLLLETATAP
CYP2C19 inh = inhibitors of human CYP2C19; P33261; CYP2C19 Supersomes, luciferin-H EGE luminescence, 30 min; inhibition, % at 5 µM; 21% of 96,000 active;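 active = CYP2C19 inhibition above a set limit at 5 µM in the primary screen, cut at about 50% in these data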;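 also: plate controls were negative control wells for no effect and 2.5 mM tranylcypromine positive control for full effect; values of inactives mirror those of a sister screen read the other way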
EphB4 ephrin blk = blocks human EphB4 binding to ephrin-B2; EphB4 LBD / TNYL-RAW-Alexa532 peptide, fluorescence polarization; inhibition, % at 7 µM; 0.15% of 97,000 active; AID 720;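 active = inhibition above the screen-wide mean inhibition plus 3 SD, cut at about 15% in these data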;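 also: 0% = DMSO wells and 100% = excess unlabeled TNYL-RAW peptide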
Pyk2 oligo antag = blocks oligomerization of human Pyk2 in cells. z-score (the deposit names both 25 µM and 10 µM). AID 1347419. Q293 cells, Pyk2 FERM NanoBiT luminescence; hits give low values. 0.83% of 99,000 active. Q14289;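 active = Z-score of -3 or lower, scaled per plate to the spread of control and sample wells; inactive = z-score above -3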;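 also: negative z-score means lost luminescence so less FERM oligomerization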
CYP2C9 inhib = inhibitors of human CYP2C9 | P11712 | CYP2C9 Supersomes, luciferin-H conversion, luminescence | inhibition, % at 5 µM | 20% of 96,000 active;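 active = blocking of liver enzyme CYP2C9 beyond about 50% at 5 µM, limit read from the data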; also: values of inactives mirror those of a sister screen read the other way
CYP2C19 activ = increases human CYP2C19 enzyme activity. AID 1025. recombinant CYP2C19, luciferin-H EGE luminescence; hits give high values; 0 = fully inhibited enzyme, 1 = untreated enzyme. 96,000 tested, under 10 active. P33261. activation factor at 5 µM;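 active = activation factor of at least 2 at 5 µM in the primary screen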;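 also: 0 = wells with 2.5 mM tranylcypromine and 1 = vehicle-only wells; values of inactives mirror those of a sister screen read the other way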
Ecoli WT expand = growth inhibitors of E. coli BW25113 wild type | 0.15% of 98,000 active | AID 710 | growth inhibition, % at 100 µM | OD600 absorbance;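 active = growth inhibition above about 50% at one test dose, limit read from the data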;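 also: growth measured after 20 h incubation at 37 °C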
Active calls of the source: *; . = no result given.

SMILES | PostGolgi yeast | CYP2C9 act | PLAP activator | CYP2C19 inh | EphB4 ephrin blk | Pyk2 oligo antag | CYP2C9 inhib | CYP2C19 activ | Ecoli WT expand
CCSc1nnc(NC(=O)CSc2nc(C)cc(C)n2)s1 | 1 | 0.6 | 1 | 61* | 0 | 0.05 | 39 | 0.4 | -3
CCCOc1ccc(N2C(=O)CC(N3CCN(S(=O)(=O)c4ccccc4)CC3)C2=O)cc1 (stereo not drawn) | -2 | 0.9 | 1.7 | -9 | 1 | -0.02 | 13 | 1.1 | -15
CC1=C(C(N)=O)C(c2ccc(Cl)cc2Cl)n2ncnc2N1 (stereo not drawn) | 11 | 1.1 | 1 | 51* | -3 | -0.42 | -5 | 0.5 | 7
O=C(C1CCN(S(=O)(=O)c2cccc3nsnc23)CC1)N1CCCc2ccccc21 | -22 | 1 | 1.2 | 11 | -4 | -2.1 | 4 | 0.9 | 7
CC(=O)Oc1c(Cl)c(N2CCOCC2)c(OC(C)=O)c2ccccc12 | 15 | 0.7 | 1.2 | 52* | . | -0.91 | 26 | 0.5 | 6
Cc1ccc2c(nc3s/c(=C/c4cccs4)c(=O)n32)c1C | . | 1.1 | 1 | -8 | . | 0.81 | -9 | 1.1 | .
CC(C)(C)C(=O)Nc1ccc(C(=O)Nc2cccnc2)cc1 | -2 | 0.8 | 1.4 | 4 | 5 | 0.06 | 17 | 1 | 8
CNc1csc(C)c(C)c1=O | -2 | 1.1 | 1.1 | 6 | 0 | -0.03 | -12 | 0.9 | -3
CCOC(=O)CNC(=O)c1cnn2cccnc12 | 4 | 1.1 | 1 | 4 | -2 | 0.19 | -9 | 1 | 17
CCCCNC(=O)COC(=O)c1cc2c(C)nn(-c3ccccc3)c2s1 | 5 | 0.2 | 1 | 51* | . | 2.5 | 78* | 0.5 | -3
CCOc1ccc2nc(NC3=NCN(Cc4ccco4)CN3)nc(C)c2c1 | . | 1.2 | 0.9 | 30 | . | . | -16 | 0.7 | .
CC1(C)CC(=O)C(/C=N/n2cnc3ccccc3c2=O)=C(O)C1 | -1 | 1 | 1 | -5 | -2 | 0.22 | -1 | 1 | -3
O=C1C2CCCN2C(c2ccc(Br)cc2)N1c1ccc(F)cc1 (stereo not drawn) | 1 | 0.8 | 1 | 66* | -11 | . | 21 | 0.3 | -5
OC(CSc1ccccc1Cl)CN1CCN(c2ccccc2F)CC1 (stereo not drawn) | -6 | 0.9 | 1.1 | 33 | 11 | 2.1 | 12 | 0.7 | 19
CC(C)C(=O)Nc1c2c(nc3ccccc13)N(C)CC2 | -1 | 1 | 1.1 | 4 | -2 | 0.93 | 0 | 1 | -2
COc1ccccc1/C=N/n1cnnc1 | -3 | 1 | 1.2 | 3 | . | 2 | -1 | 1 | 10
O=C(Nc1ccc(F)cc1Cl)c1ccc2c(=O)n3c(nc2c1)CCCCC3 | -2 | 0.8 | 1 | 20 | 2 | 0.32 | 23 | 0.8 | -6
CC1(C)NC(=O)N(CC(=O)Nc2nc(-c3ccc(F)cc3)cs2)C1=O | -1 | 1.6 | 0.9 | 0 | -5 | -1 | -64 | 1 | -2
Cc1ccc(C)c(S(=O)(=O)N2CCN(C(=O)Cn3c(C(F)(F)F)nc4ccccc43)CC2)c1 | 13 | 0.7 | 1 | -3 | 5 | 0.57 | 35 | 1 | -8
O=C(Nc1cc(C(F)(F)F)ccc1N1CCOCC1)c1ccc(Br)o1 | 20 | 1 | 0.9 | 27 | 2 | -1.5 | 3 | 0.7 | 0
CC(C)(C)c1ccc(C2(C)NC(=O)N(CC(=O)Nc3ccc4c(c3)OCO4)C2=O)cc1 (stereo not drawn) | 1 | 0.6 | 0.8 | 17 | -2 | 0.39 | 40 | 0.8 | -4
Cc1ccc(OCCCOc2cccc3cccnc23)cc1C | 5 | 2.8* | 1 | 72* | 8 | 0.72 | -183 | 0.3 | 13
Cc1cc2nc(N)sc2cc1C | -1 | 1.2 | 1.2 | -3 | -3 | 0.81 | -17 | 1 | 10
COc1ccc(Cc2nnc(NC(=O)Cc3cccs3)s2)cc1 | 6 | 0.8 | 1.5 | 17 | . | 0 | 24 | 0.8 | -10
CC1CN(c2nc3c(c(=O)n(Cc4ccc(Cl)cc4)c(=O)n3C)n2C)CC(C)O1 (stereo not drawn) | -3 | 0.9 | 1.5 | 13 | 5 | -0.67 | 14 | 0.9 | -6
CN1C(=S)SC(/[N+]([O-])=C\c2ccc(Cl)cc2)C1(C)C (stereo not drawn) | 0 | 1 | 1 | 16 | -6 | 0.05 | 3 | 0.8 | 2
CC(C)c1ccc(/C=C2\CC/C(=C\C=N\N(C)C)C2=O)cc1 | -11 | 0.9 | 1.1 | 8 | 1 | 0.1 | 8 | 0.9 | -6
O=c1ccn(CCOc2ccc(Cl)cc2)c(=O)[nH]1 | 6 | 0.6 | 0.9 | 59* | -3 | -0.01 | 42 | 0.4 | 3
CCOc1ccc(OCC)c(NC(=O)CC2Oc3ccc(C)cc3NC2=O)c1 (stereo not drawn) | -5 | 0.9 | 1 | -3 | -3 | . | 11 | 1 | 2
COc1ccc(Cl)cc1Nc1nc(-c2sc(NC(=O)c3ccccc3)nc2C)cs1 | -9 | 0.3 | 1.1 | 37 | -1 | . | 68* | 0.6 | -9

Some of the entries above in a different format:
Results follow in this order: PostGolgi yeast | CYP2C9 act | PLAP activator | CYP2C19 inh | EphB4 ephrin blk | Pyk2 oligo antag | CYP2C9 inhib | CYP2C19 activ | Ecoli WT expand
Cc1ccc(OCCCOc2cccc3cccnc23)cc1C
  5 | 2.8* | 1 | 72* | 8 | 0.72 | -183 | 0.3 | 13
Cc1cc2nc(N)sc2cc1C
  -1 | 1.2 | 1.2 | -3 | -3 | 0.81 | -17 | 1 | 10
CCOc1ccc(OCC)c(NC(=O)CC2Oc3ccc(C)cc3NC2=O)c1 (stereo not drawn)
  -5 | 0.9 | 1 | -3 | -3 | . | 11 | 1 | 2
CC1CN(c2nc3c(c(=O)n(Cc4ccc(Cl)cc4)c(=O)n3C)n2C)CC(C)O1 (stereo not drawn)
  -3 | 0.9 | 1.5 | 13 | 5 | -0.67 | 14 | 0.9 | -6

(continued)
SMILES | PostGolgi yeast | CYP2C9 act | PLAP activator | CYP2C19 inh | EphB4 ephrin blk | Pyk2 oligo antag | CYP2C9 inhib | CYP2C19 activ | Ecoli WT expand
COc1cccc(NC(=O)c2ccccc2-c2nc(-c3ccccc3)no2)c1 | -3 | 0.9 | 1 | 8 | 6 | -2.1 | 11 | 0.9 | -11
CCOc1ccc2nc(Cl)c(/C=C/C(=O)c3ccco3)cc2c1 | -11 | 0.5 | 1.2 | 33 | 1 | 1 | 53* | 0.7 | -5
CCn1c(SCC(=O)Nc2cc(C)ccc2C)nc2c(c1=O)SC(C)C2 (stereo not drawn) | 2 | 0.2 | 1.1 | 20 | . | . | 76* | 0.8 | -9
COc1ccc(-c2cn(-c3ccc(C)cc3)c(=O)n2CC(=O)Nc2ccc(OC)c(OC)c2)cc1 | -2 | 0.2 | 1.9 | 16 | 7 | -0.06 | 80* | 0.8 | -4
COc1ccc(N(CN2C(=O)C3CC=CCC3C2=O)C(=O)c2ccco2)cc1 (stereo not drawn) | 8 | 1.2 | 1 | -9 | -7 | 0.07 | -16 | 1.1 | 4
O=C(Nc1cccc(C(F)(F)F)c1)C1CCCN(c2ncccn2)C1 (stereo not drawn) | -3 | 1.6 | 1 | 49 | 7 | -1 | -63 | 0.5 | -2
COc1ccc(Cl)cc1NC(=O)N1CCN(C2CCCCC2)CC1 | 19 | 1.9 | 1.4 | 83* | 2 | 0.21 | -93 | 0.2 | 8
COc1ccc(-c2nn(-c3ccccc3)cc2C(=O)Nc2nc(CC(C)=O)ns2)cc1 | 2 | 0.9 | 1.1 | -1 | 4 | -3.4* | 11 | 1 | -9
CCOc1ccccc1N(CC(=O)N1CCOCC1)S(=O)(=O)c1ccc(SC)cc1 | 23 | 0.6 | 1.2 | 29 | 1 | 0.64 | 39 | 0.7 | 1
CCc1cc2c(cc3c(=O)n(CC(=O)NCCCN(CC)CC)nc(CC)n32)s1 | 15 | 1 | 0.8 | 9 | -2 | 0.48 | -5 | 0.9 | 1
COc1ccc(CN2CCOCC2)c(C)c1C | -3 | 1 | 1 | 37 | -4 | -0.09 | -2 | 0.6 | 8
CCc1cn(S(=O)(=O)c2ccccc2OC)nc1N | 4 | 1.8 | 0.9 | 50* | 4 | -0.04 | -80 | 0.5 | -6
Oc1ccc(Br)cc1/C=N/N1CCN(Cc2ccccc2)CC1 | -2 | 1.1 | 0.8 | 2 | -5 | 2.5 | -10 | 1 | 1
Cn1nc(-c2ccccc2)c(-c2nc(-c3ccccc3Cl)no2)c1Cl | 3 | 0.6 | 0.8 | 19 | -1 | 0.75 | 42 | 0.8 | -8
COc1ccc(C2=NOC(C(=O)NCc3ccccc3)C2)cc1 (stereo not drawn) | 4 | 1.4 | 1.1 | 34 | -5 | 0.63 | -36 | 0.7 | -5
COc1ccccc1NC(=O)CN(C)S(=O)(=O)c1cc(C)ccc1OC | -4 | 0.4 | 1.4 | 94* | 2 | 0.11 | 63* | 0.1 | 4
COc1ccc(-c2cc(C3CCN(c4cc(Cl)nc(N)n4)CC3)[nH]n2)cc1 | -5 | 0.8 | 1.3 | 59* | 5 | -0.72 | 24 | 0.4 | -10
Cc1ccc(-c2csc3nc(C)n(-n4c(C)ccc4C)c(=O)c23)o1 | 3 | 0.8 | 1.1 | 79* | 3 | 0.27 | 22 | 0.2 | -3
CCCC(=O)N1c2ccccc2[C@@H](N(C(C)=O)c2ccccc2)C[C@H]1C | -3 | 0.3 | 1.8 | 51* | -4 | -0.61 | 73* | 0.5 | -2
Cc1ccc2c(c1)c(C)cc(=O)n2CCC(=O)O | -3 | 1.2 | 1 | 6 | 14 | -0.1 | -16 | 0.9 | 2
CC(Nc1n[nH]c(=S)[nH]c1=O)C(=O)OCc1ccccc1 (stereo not drawn) | -10 | 0.1 | 1.1 | 11 | . | 0.01 | 90* | 0.9 | -7
CCSc1nc(N)c(C#N)c(-c2ccccc2Cl)c1C#N | 2 | 0.7 | 0.8 | -6 | 1 | -3.7* | 32 | 1.1 | -5
CCc1nc2sc3c(c2c(=O)n1NC(=O)CCl)CCCC3 | 11 | 0.2 | 0.9 | 20 | -1 | -0.41 | 76* | 0.8 | 1
CC(C)(C)NC(=O)C(c1ccccc1)N(C(=O)C1CSC(=O)C1)c1ccccc1 (stereo not drawn) | 1 | 0.9 | 1.5 | 23 | -4 | 1.2 | 12 | 0.8 | 12
CC(C)CC(=O)Nc1nc(=S)ss1 | -6 | 0.3 | 1 | 43 | -2 | 1.2 | 69* | 0.6 | 12
Cc1cccc(NC(=O)NCC(c2cccnc2)N2CCOCC2)c1 (stereo not drawn) | 2 | 1 | 0.9 | -8 | 5 | -0.42 | 1 | 1.1 | -8
O=C(NCCc1cccs1)C1CC(c2ccccc2[N+](=O)[O-])=NO1 (stereo not drawn) | 6 | 1.2 | 0.8 | 30 | -1 | . | -16 | 0.7 | 6
O=S(=O)(NC1c2cccc3cccc(c23)C1N1CCNCC1)c1ccccc1 (stereo not drawn) | -5 | 0.8 | 1.7 | 56* | -4 | -0.24 | 19 | 0.4 | 8
CCN(CC)S(=O)(=O)c1ccc(Nc2cc(C)nc3ncnn23)cc1 | -2 | 1.1 | 1.8 | -6 | 0 | 0.78 | -14 | 1.1 | 6
CCOC(=O)c1c[nH]c2c(Cl)ccc(Cl)c2c1=O | -30 | 0.5 | 0.9 | -10 | 3 | 0.08 | 46 | 1.1 | 4
CC(=O)N(C(C)=O)C1=C(C#N)C2(CCCCC2)Cc2ccccc21 | -18 | 0.8 | 1.1 | 21 | -2 | -0.41 | 24 | 0.8 | 7
O=C(/C=C\Nc1ccccn1)c1ccc(Cl)cc1 | 2 | 1.2 | 1.1 | 24 | 5 | -0.56 | -24 | 0.8 | -8
COc1cccc(-n2ccnc2SCC(=O)N2CCc3ccccc32)c1 | -6 | 1.1 | 1.4 | 36 | 3 | -0.29 | -12 | 0.6 | -5
